NOD1 inhibition – NOD1 signaling inhibitors, primary screen, cell-based, luminescence, uHTS (AID 1578). NOD1-driven NF-kB luciferase reporter cells, luminescence; higher % means a stronger effect. inhibition, % at 4 µM; hits with a dose series show EC50 in µM. actives 1% (n = 290,000); in the data active means inhibition mostly above about 36%, no sharp cut-off; inactive means mostly below about 34%;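 further: HEK-293T reporter cells stimulated with the NOD1 agonist gamma-tri-DAP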
GPR35 antagonists – GPR35 antagonists blocking zaprinast-driven arrestin recruitment, primary screen, imaging, U2OS, beta-arrestin-GFP, zaprinast agonist (AID 2058) | G-protein coupled receptor 35 (Homo sapiens) | U2OS GPR35 beta-arrestin-GFP translocation imaging, zaprinast antagonism; higher % means a stronger effect | inhibition, % at 10 µM; hits with a dose series show IC50 in µM | actives 0.052% (n = 290,000);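 active means inhibition of at least 50% with at least 30 cells and total cytoplasm GFP at most 10,000,000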
MgcRacGAP inhibition – MgcRacGAP GTPase-activating activity inhibitors, confirmation, biochemical, ADP Hunter fluorescence; AID 624330, 2012; actives 0.6% (n = 340,000); inhibition, % at 30 µM; hits with a dose series show IC50 in µM; MgcRacGAP-stimulated Rac1 GTP hydrolysis, ADP Hunter fluorescence; higher % means a stronger effect; GST-tagged Rac1 F28L mutant substrate; Rac GTPase-activating protein 1 (Homo sapiens);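 active means first-screen hits whose inhibition reached a set limit at any dose in the follow-up dose series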;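 further: fluorescence reports GDP produced by GAP-driven GTP hydrolysis; strong numbers were not always called active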
KOR beta-arrestin-1 – KOR antagonists, beta-arrestin recruitment, cell-based, luminescence, uHTS (AID 1778); KOR beta-arrestin recruitment, luminescence, antagonist mode; higher % means a stronger effect; inhibition, % at 10 µM; hits with a dose series show IC50 in µM; actives 0.091% (n = 290,000); in the data active means inhibition above about 50%; further: strong numbers were not always called active
NTR1 agonist – agonists of NTR1, primary screen, imaging, U2OS cells, beta-arrestin-GFP, high content (AID 493036); NTR1-U2OS beta-arrestin-GFP spot imaging, agonist mode; activation, % at 20 µM; actives 0.17% (n = 330,000);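 active means activation at or above 40% of the spot to cytoplasm intensity ratio, with at least 20 cells analyzed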;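 further: 0% = DMSO without peptide and 100% = 100 nM NTR1 peptide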
Target sequence (P30989 whole entry, looked up): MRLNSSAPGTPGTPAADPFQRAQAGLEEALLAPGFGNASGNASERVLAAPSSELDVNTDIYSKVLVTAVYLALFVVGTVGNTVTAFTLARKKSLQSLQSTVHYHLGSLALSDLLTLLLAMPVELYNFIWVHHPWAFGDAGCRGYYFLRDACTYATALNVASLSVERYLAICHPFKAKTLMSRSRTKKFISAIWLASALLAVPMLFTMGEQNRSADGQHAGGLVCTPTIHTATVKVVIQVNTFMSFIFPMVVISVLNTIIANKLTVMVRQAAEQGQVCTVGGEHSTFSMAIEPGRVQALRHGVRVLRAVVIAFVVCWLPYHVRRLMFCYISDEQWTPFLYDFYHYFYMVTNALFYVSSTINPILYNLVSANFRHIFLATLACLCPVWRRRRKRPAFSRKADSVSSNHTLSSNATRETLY
K1F lysis inhibition – inhibition of K1F phage lysis, E. coli UTI89, bacterial capsule biogenesis inhibitors, alamar blue (AID 488966); E. coli UTI89 K1F phage lysis, alamar blue, 2 h; higher % means a stronger effect; one-dose inhibition, % at 100 µM; IC50 in µM for titrated hits; actives 0.02% (n = 340,000);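 active means phage lysis inhibition, versus mean bacterial control, above a set limit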;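 further: capsule biogenesis inhibitors block K1F phage lysis so surviving cells raise fluorescence; higher fluorescence means more inhibition of phage lysis; actives were called in the ten point dose series up to 300 µM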
GPR55 activation – GPR55 agonists via beta-arrestin recruitment, primary screen, imaging, U2OS cells, beta-arrestin-GFP redistribution (AID 1961); G-protein coupled receptor 55 (Homo sapiens); U2OS GPR55 beta-arrestin-GFP redistribution imaging; higher % means a stronger effect; one-dose activation, % at 10 µM; EC50 in µM for titrated hits; actives 0.048% (n = 290,000);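 active means activation above 40% with more than 50 cells counted in the well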;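 further: U2OS osteosarcoma cells stably expressing GPR55 and beta-arrestin-GFP; plate controls were DMSO negative control for no effect and LPI positive control for full effect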
GPR55 antagonists – GPR55 antagonists blocking LPI-driven arrestin recruitment, primary screen, imaging, U2OS, beta-arrestin-GFP, LPI agonist (AID 2013); G-protein coupled receptor 55 (Homo sapiens); U2OS GPR55 beta-arrestin-GFP translocation imaging, LPI antagonism; higher % means a stronger effect; one-dose inhibition, % at 10 µM; IC50 in µM for titrated hits; actives 0.13% (n = 290,000);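 active means spots per cell inhibited over 60%, with over 100 cells counted and total cytoplasm intensity under 500,000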;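 further: U2OS cells stably carrying GPR55 and arrestin-GFP stimulated by 5 µM LPI near EC80; imaged beta-arrestin-GFP aggregate spots per cell after agonist stimulation; plate controls were LPI-stimulated DMSO wells for no effect and DMSO wells without LPI for full effect; some results filed as inactive read as strong as hits; confirmed hits need IC50 under 10 µM and bright autofluorescent wells are also inconclusive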
KOR beta-arrestin-2 – KOR agonists, beta-arrestin recruitment, primary screen, cell-based, luminescence, uHTS (AID 1777); Kappa-type opioid receptor (Homo sapiens); KOR beta-arrestin recruitment, luminescence; higher % means a stronger effect; activation, % at 10 µM, or EC50 in µM where a hit was titrated; actives 0.02% (n = 280,000); in the data active means activation above about 50%, passing the limit was not always enough; further: a part of the inactive calls stands beside numbers as strong as those of hits
NTR1 agonist cell count 20 µM – second read-out of NTR1 agonist, no call of its own (marks repeat the call); cell count; measured here: cell count, cytotoxicity flag
An asterisk follows results filed as active; i = inactive; . = not tested or not shown; & = joins results of further samples; [ ] = another dose, or the depositor's remark. These rows are one share of the data; count on the stated rates, not on these rows.

Sequence of screens: NOD1 inhibition, GPR35 antagonists, MgcRacGAP inhibition, KOR beta-arrestin-1, NTR1 agonist, NTR1 agonist cell count 20 µM, K1F lysis inhibition, GPR55 activation, GPR55 antagonists, KOR beta-arrestin-2
> c1ccc(C2Oc3ccccc3C3CC(c4cccs4)=NN32)cc1 (stereo not given)
    -7%, 2%, 7%, -23%, -2.5, 75, 0.9%, -0.3%, 5%, 1.7%
> Cc1noc(/C=C/N(C)C)c1S(=O)(=O)N1CCN(c2ccc(F)cc2)CC1
    7%, 1%, 11%, -27%, 4.4, 61, 0.2%, 0.3%, -3%, 2.5%
> Cc1ccc(NS(=O)(=O)c2c(C)ccc3nsnc23)c([N+](=O)[O-])c1
    -28%, -7%, -5%, -7%[20 µM], -0.3, 49, -0.6%, 0.2%, -5%, 5.4%
> Cc1cc(C)nc(NC(=O)c2csnn2)c1
    -27%, 2%, ., 18%, -1.6, 87, ., -0.6%, -1%, -0.5%
> COc1ccc(-c2csc(-c3cccs3)n2)c(OC)c1
    -29%, -1%, 14%, 11%, 2.7, 53, 0.1%, 0.2%, -5%, 2.8%
> CCOC(=O)c1cc(C(=O)NN)c(C)nc1C
    -8%, 0%, -3%, 20%, 2.0, 87, 4.3%, -0.2%, 5%, -3.7%
> CCN(C(=O)Cn1cnc2c(nc3n2CCCCC3)c1=O)c1cccc(Cl)c1
    -13%, 3%, -7%, -2%, -1.7, 54, 0.0%, -0.2%, 4%, -6.3%
> CCc1nc2nc(C)c(NS(=O)(=O)c3ccc(C)c(C)c3)c(=O)n2[nH]1
    -7%, 0%, 6%, 3%, -0.8, 62, 0.0%, 0.2%, 6%, -1.9%
> CC(C)N(C(=O)CSc1nc2ccccc2n1Cc1ccc(F)cc1)C(C)C
    4%, 18%, -6%, -18%, 8.8, 89, -0.4%, 0.6%, 2%, -6.5%
> O=C(CSc1ccc(Cl)cc1)N1CCN(c2ccc([N+](=O)[O-])cc2Cl)CC1
    -8%, -4%, 6%, -4%, 4.1, 76, 1.2%, -0.1%, -9%, 0.4%
> CCn1ncc(NC(=O)Nc2cccc(C(F)(F)F)c2)c1C(N)=O
    -12%, -7%, 1%, 22%, -1.4, 50, 7.5%, 0.0%, 8%, -4.2%
> CC(=O)N1CCN=C1SCc1ccccc1Cl
    1%, -12%, 2%, -29%, 0.4, 71, i, -0.2%, -4%, 0.4%
> O=C(N/N=C/c1ccc([N+](=O)[O-])cc1)c1cccc(N2CCCC2=O)c1
    -9%, -20%, 10%, 36%, 0.4, 73, 1.2%[50 µM], -0.1%, 8%, -4.2%
> Cc1ccc(C)c(NS(=O)(=O)c2ccc(-c3cnc(C4CC4)o3)cc2)c1
    38%, -6%, 6%, -268%, 3.8, 49, 0.9%, 0.0%, -35%, 12%
> CC(NC(=O)Cn1nc(C(=O)O)c2ccccc2c1=O)C12CC3CC(CC(C3)C1)C2 (stereo not given)
    -20%, 8%, 5%, -21%, 2.4, 50, 0.6%, -0.1%, -3%, -3.3%
> CCN1C(=O)C2(C(C#N)=C(N)Oc3n[nH]c(COC)c32)c2ccccc21 (stereo not given)
    ., -5%, 2%, 20%, 1.3, 44, 0.4%, 0.1%, 4%, -0.4%
> O=C(N1CCOCC1)C12CC3CC(C1)CC(c1ccccc1)(C3)C2
    -2%, -6%, 6%, -3%, 3.2, 73, 0.6%, 0.1%, 24%, -2.5%
> Cc1ccc(C)c(-n2nnnc2SCC(=O)Nc2c(C)n(C)n(-c3ccccc3)c2=O)c1
    -6%, 9%, 7%, 23%, -0.3, 88, 0.5%, 0.9%, -18%, 1.7%
> COc1ccccc1C(=O)C1CCCN(C(=O)C2CCCC2)C1 (stereo not given)
    -34%, -4%, 13%, -35%[20 µM], 1.0, 52, 0.1%, -0.1%, 8%, .
> Cc1nc2scc(C)n2c(=O)c1S(=O)(=O)Nc1ccc(N2CCN(C(=O)C(C)C)CC2)cc1
    -24%, 47%, 16%, -67%, 0.4, 70, -0.2%, -0.1%, -20%, 2.6%
> CC1=C(C(=O)OC(C)C)[C@@H](c2ccc(C)o2)NC(=O)N1
    -13%, -4%, 7%, 19%, -0.2, 63, 0.0%, -0.2%, -10%, 2.4%
> Cc1ncc([N+](=O)[O-])n1CC(C)O (stereo not given)
    0%&20%, -15%&14%, 3%, -26%&6%, -1.5, 41, 3.6%, -0.5%&-0.1%, -6%&-7%, -4.3%&-4.2%
> Cc1cccc(N2CCN(S(=O)(=O)c3cccs3)CC2)c1C
    -12%, -20%, 9%, 8%, 3.1, 45, 0.3%, -0.2%, 5%, 0.6%
> COc1ccc(CNC(=O)C2CCN(S(=O)(=O)N3CCCCC3)CC2)cc1
    -15%, -2%, -12%, -9%, -0.8, 56, 0.1%, -0.2%, 6%, -2.2%
> COc1cccc(C2CC(=O)Nc3cc(OC)c(OC)c(OC)c32)c1OC (stereo not given)
    -18%, -20%, 1%, 23%, 1.4, 34, 0.3%, -0.2%, 0%, 3.5%
> COc1ccc(-c2noc(CNC(=O)Nc3ccc(F)cc3)n2)cc1
    4%, 0%, 4%, 9%, -1.7, 83, 0.0%, -0.2%, 8%, -5.5%
> CCC(=O)Nc1ccc(NC(=O)CN2CCCC(C)C2)c(Cl)c1 (stereo not given)
    -57%, 2%, 11%, -2%, 0.7, 44, 0.4%, -0.2%, 4%, 7.2%
> O=C(CCCC(=O)OCC(Cl)=C(Cl)Cl)Nc1cccc(F)c1
    11%, 14%, 2%, 2%, 0.1, 71, 0.1%, -0.1%, 11%, 0.7%
> COc1ccc(-c2c(C)[nH]n3c(=O)c(Cc4ccccc4)c(C)nc23)cc1OC
    -30%, -3%, 1%, -25%, 1.3, 55, 0.4%, 0.5%, 16%, -0.8%
> COc1ccc(NC(=O)CS(=O)(=O)Cc2nc(-c3ccc(C)cc3)oc2C)cc1
    6%, -7%, 6%, -110%, 3.1, 54, 0.1%, -0.2%, 0%, 7.1%
> CCOC(=O)N1CCC(=NNc2ncc(C(F)(F)F)cc2Cl)CC1
    -36%, -2%, 7%, -3%, 1.7, 60, 0.1%, 0.6%, 0%, -0.8%
> CCOc1ccc(N2CC(C(=O)NCCN3C(=O)S/C(=C\c4ccc(OC)c(OC)c4)C3=O)CC2=O)cc1 (stereo not given)
    -4%, 5%, 10%, -2%, -1.3, 109, 0.2%, 0.3%, 6%, 0.5%
> O=c1c(C=Nc2cccc(C(F)(F)F)c2)c[nH]n1-c1cccc(Cl)n1
    ., 7%, 7%, -18%, 1.3, 107, -0.2%, -0.2%, 14%, 2.4%
> COCCCNc1oc(-c2ccccc2OC)nc1C#N
    5%, -20%, -2%, -76%, 0.4, 77, 3.4%, -0.3%, 3%, -2.2%
> Cc1ccc(S(=O)(=O)Cc2ccc(C(=O)N3CCC(C(N)=O)CC3)o2)cc1
    -22%, 1%, -1%, 17%, 0.6, 56, -0.1%, -0.1%, 9%, 0.1%
> CSc1ccccc1C(=O)N1CCN(c2ccc(F)cc2)CC1
    -14%, 12%, 4%, -17%, 0.0, 75, 1.2%, -0.1%, 27%, -8.0%
> CC(=O)Nc1ccc(C(=O)NNC(=O)C2C3CCCCC32)cc1 (stereo not given)
    -36%, 5%, 6%, 2%, 1.0, 59, -0.3%, 0.0%, 11%, 6.8%
> COc1cc(NS(=O)(=O)c2cn(C)cn2)cc(OC)c1OC
    -19%, 21%, 10%, -9%, 0.0, 61, -0.4%, 0.0%, 10%, 6.8%
> Cc1cc(C(=O)Nc2ccccc2C#N)n(-c2ccccc2)n1
    -17%, 10%, 4%, 7%, 4.1, 48, 5.5%, 0.2%, 5%, -3.7%
> COc1ccc(CNC(=O)C2CCN(S(=O)(=O)c3ccc(SC)cc3)CC2)cc1
    80%, -12%, 11%, 42%, 0.1, 61, -0.1%, -0.2%, 4%, 5.2%
> O=C(O)COCC(=O)Nc1ccc(Oc2ncnc3cc(Cl)ccc23)nc1
    -11%, 1%, ., -3%, 0.2, 44, ., -0.2%, -2%, 2.0%
> O=C1N(Cc2ccccc2)c2ccccc2C12OCCO2
    -13%, 12%, -2%, -15%[20 µM], 1.6, 55, -0.1%, -0.4%, -16%, -1.2%
> O=C(O)C(Cc1ccccc1)N1C(=O)/C(=C/c2cccs2)SC1=S (stereo not given)
    3%, 35%, ., 9%[20 µM], 0.2, 80, ., 0.5%, 8%, .
> O=c1c2ccccc2c(/C=N/n2cnnc2)c(O)n1-c1ccccc1F
    -22%, -12%, 13%, -12%, -0.1, 59, 3.6%, -0.5%, -5%, 0.5%
> COc1cc(OC)c(-c2nn3c(-c4cccnc4)nnc3s2)cc1OC
    25%, 6%, ., 12%, ., ., ., 0.2%, -12%, 13%
> COC(=O)c1scc(C)c1N/N=C(\C)c1ccc(F)cc1
    -2%, -12%, -2%, -9%, 3.4, 80, 0.1%, -0.1%, -1%, -0.6%
> O=C(NCc1ccco1)c1cc2cc(Br)ccc2o1
    -52%, 12%, 9%, 9%, 1.8, 53, 0.8%[50 µM], -0.1%, 20%, -4.6%
> O=C(O)CCCn1cc(NC(=O)COc2cccc(Cl)c2)cn1
    -37%, 1%, 5%, -35%, -0.7, 45, 0.8%[50 µM], -0.2%, 7%, 1.2%
> CCOc1ccc(C(=O)CSc2nnc(C3CC3)n2C)cc1
    -16%, 14%, 10%, -21%, 4.1, 67, -1.1%, -0.1%, 4%, -2.0%
> CCn1nc(C)cc1C(=O)N1CCCC(C(=O)c2ccc(OC)cc2C)C1 (stereo not given)
    -11%, -16%, 3%, -37%, -1.1, 65, 0.1%, -0.2%, -8%, 0.6%
> CC1C(=O)C(C)C(c2ccc([N+](=O)[O-])cc2)NC1c1ccc([N+](=O)[O-])cc1 (stereo not given)
    -30%, 10%, 10%, -46%[20 µM], -1.6, 40, 0.2%, 0.1%, -2%, .

Screening results from PubChem BioAssay.
